Screening data deposited in PubChem by several laboratories.
SR-BI HDL uptake = inhibitors of mouse SR-BI mediated HDL lipid uptake; Q61009; ldlA[mSR-BI] CHO cells, DiI-HDL uptake fluorescence, 3 h; inhibition, % at 12.5 µM; actives 0.96% (n = 320,000); AID 488896;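 active means mean replicate inhibition of at least 70% and a set share of replicates each scoring 70 or more; inconclusive means meets just one of the two criteria; inactive means fails both criteria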;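 further: 0% = median of neutral control wells and 100% = median of positive control wells; values of inactives mirror those of a sister screen read the other way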
Target sequence (Q61009 whole entry, looked up): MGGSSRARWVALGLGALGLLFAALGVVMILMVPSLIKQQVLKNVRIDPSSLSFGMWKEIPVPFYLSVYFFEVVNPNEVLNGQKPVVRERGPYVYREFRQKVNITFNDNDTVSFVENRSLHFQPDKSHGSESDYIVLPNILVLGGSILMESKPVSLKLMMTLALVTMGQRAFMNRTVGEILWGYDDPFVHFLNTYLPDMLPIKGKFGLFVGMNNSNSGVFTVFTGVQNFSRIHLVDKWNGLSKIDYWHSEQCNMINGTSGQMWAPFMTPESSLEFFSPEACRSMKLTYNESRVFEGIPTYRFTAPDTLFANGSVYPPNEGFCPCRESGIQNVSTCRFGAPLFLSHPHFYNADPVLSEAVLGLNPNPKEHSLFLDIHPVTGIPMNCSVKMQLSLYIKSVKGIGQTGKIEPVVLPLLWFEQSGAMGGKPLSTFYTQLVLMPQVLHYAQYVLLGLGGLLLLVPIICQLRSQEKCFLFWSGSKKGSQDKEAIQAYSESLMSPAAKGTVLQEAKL
CAL PDZ FP-1 = inhibitors of human CAL PDZ peptide binding; Q9HD26; purified CAL PDZ, TMR-peptide fluorescence polarization, 1 h; inhibition, % at 24.9 µM; actives 0.92% (n = 300,000); AID 602252;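 active means mean inhibition of at least 30% with at least half of replicates also reaching 30%; inconclusive means no clear call, values can overlap the other calls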;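 further: 0% = DMSO neutral control and 100% = excess unlabeled competitor peptide PRC23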
CAL PDZ FP-2 = inhibitors of human CAL PDZ peptide binding. Q9HD26. purified CAL PDZ, TMR-peptide fluorescence polarization, 1 h. inhibition, % at 20 µM. actives 0.02% (n = 330,000). AID 504414;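 active means highest replicate inhibition of at least 40%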;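 further: plate controls were DMSO neutral control wells for no effect and unlabeled competitor peptide control wells for full effect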
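material = purified tagged CAL PDZ domain construct (CerCALP) | compound dosing = 20 µM, one dose | times = 1 h at RT | measured by = fluorescence polarization from S- and P-plane intensities, G-factor corrected | read-out = inhibition from polarization loss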
Tat transport = blocks Tat-dependent protein export in E. coli; AID 488895; actives 0.036% (n = 340,000); inhibition, % at 10 µM; E. coli MC4100 TorA-mCherry Tat export, fluorescence;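 active means mean replicate inhibition at least 50% and at least half of replicates individually reaching 50%; inconclusive means only one of the two criteria met; inactive means neither criterion met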;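 further: exported cargo escapes ClpAP degradation while cytoplasmic cargo is degraded and loses fluorescence; 0% = median of neutral control wells and 100% = median of NaSCN control wells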
AddAB inh = less growth of phage-infected E. coli with AddAB | E. coli expressing H. pylori AddAB, absorbance growth | inhibition, % at 11.9 µM | actives 0.29% (n = 330,000) | AID 435030; in the data active means inhibition above about 12%;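 further: 0% = vehicle wells of infected cells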
Wnt act = Wnt/beta-catenin pathway activation; Wnt/beta-catenin reporter cell assay, activator, plate reader; activation, % at 9.35 µM; actives 1.2% (n = 300,000); in the data active means activation above about 30%, passing the limit was not always enough; inconclusive means no clear call, values can overlap the other calls;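 further: 0% = neutral control wells and 100% = positive control wells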
Ecoli viability = counter-screen for AddAB inhibitors: E. coli growth inhibition | E. coli V3065 growth, OD600 absorbance, 18 h | actives 0.27% (n = 330,000) | AID 449728 | inhibition, % at 11.9 µM;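 active means inhibition above the campaign's mean inhibition across all tested compounds plus 3 SD, cut at about 9.9% in these data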;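 further: uninfected addAB+ strain grown without phage in ampicillin broth; 0% = DMSO wells and 100% = ciprofloxacin 0.95 µg/ml wells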
MITF TRPM1 HTS = increases MITF-driven TRPM1 promoter luciferase signal. AID 588334. SK-MEL-5 TRPM1-promoter luciferase, 24 h; % of positive control, neutral wells = 0. activation, % at 12.5 µM. actives 0.75% (n = 300,000);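 active means mean activation of at least 80% with every replicate also reaching 80%; inconclusive means mean reaches 80% but some replicate falls short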;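 further: 0% = neutral control wells and 100% = parthenolide positive control wells; values of inactives mirror those of a sister screen read the other way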
phage Ecoli inh = E. coli growth loss with phage present; inhibition, % at 11.9 µM; growth absorbance; actives 0.26% (n = 360,000); AID 651602; in the data active means inhibition above about 11%
SR-BI DiI-HDL act = SR-BI HDL lipid transfer activation; CHO ldlA[mSR-BI] cells, DiI-HDL uptake fluorescence, 3 h; 100 = double the neutral-control signal; activation, % at 12.5 µM; actives 0.096% (n = 320,000); AID 504775;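 active means mean replicate activation of at least 60% and every replicate at or above 60%; inconclusive means mean or all-replicate condition met, but not both; inactive means mean below 60% and not all replicates reaching 60%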;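 further: 0% = median plate neutral-control signal and 100% = twice that signal; values of inactives mirror those of a sister screen read the other way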
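system = CHO ldlA[mSR-BI] cells, LDL receptor-null, SR-BI overexpressing | medium = Ham's F12 with 0.5% BSA, HEPES 25 mM, pH 7.4 | probe or stimulus = DiI-HDL 10 µg/mL | compound dosing = single-point compound dose | incubation = compound exposure 3 h, 37 °C | technique = DiI fluorescence, bottom read | read-out = cell-associated DiI fluorescence as measure of HDL uptake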
* hit, by the source's call; ? = inconclusive; . = no result given. The order is random; about 3.6% have a hit in one of these screens.

SMILES	SR-BI HDL uptake	CAL PDZ FP-1	CAL PDZ FP-2	Tat transport	AddAB inh	Wnt act	Ecoli viability	MITF TRPM1 HTS	phage Ecoli inh	SR-BI DiI-HDL act
CC(Oc1ccc(Br)cc1)C(=O)N(C)CC(=O)Nc1ccc(N2CCOCC2)cc1 (centres undefined)	-15	-2	0.3	6	2.7	-3	-0.6	-1	3.8	15
CC1Cc2cc(S(=O)(=O)N3CCC(C(=O)NCc4ccco4)CC3)ccc2N1C(=O)C1CCC1 (centres undefined)	-4	4	-3.3	3	-2.6	-4	-2.3	-16	-0.1	4
COc1cccc2cc(C(=O)N3CCC(C)CC3)c(=O)oc12	1	-3	0.1	-9	1.6	4	-0.3	-2	3.5	-1
COc1ccc(CNC(=O)Cn2ccc3cc(S(=O)(=O)N4CCCC4)ccc32)cc1OC	-15	-8	-1.7	-2	-1.1	-2	1.8	2	0.8	15
CC1(C)C[C@H](O)[C@]2(CO)[C@H](O)C[C@]3(C)C(=CCC4[C@@]5(C)CC[C@H](O)C(C)(C)C5CC[C@]43C)[C@@H]2C1 (some centres undefined)	-24	-10	-1.2	6	0.6	-10	-2.0	-10	0.6	24
COc1cc2oc(=O)cc(-c3ccc(-c4ccc(O)cc4)cc3)c2c(OC)c1OC	38	-7	-1.0	8	-0.9	-2	-0.5	10	-2.8	-38
CCc1cc(=O)oc2c3c(cc(OCC(=O)NCc4ccncc4)c12)OC(C)(C)CC3	56	-10	-2.2	5	5.0	-1	2.7	-10	3.1	-56
CCOC(=O)N1CCN(C(=S)NC(=O)/C=C/c2ccc(C)cc2)CC1	16	2	-0.8	-23	0.3	-1	0.1	-10	2.6	-16
COC(=O)C1CCN(c2ccc([N+](=O)[O-])cc2)CC1	-24	1	-0.4	6	3.8	0	1.3	-3	3.6	24
Cc1ccc(NS(=O)(=O)c2cc(-c3cc(C)no3)ccc2C(C)C)nc1	-9	-14	-1.8	4	2.7	-1	0.8	-4	-2.8	9
CC(C)(C)OC(=O)C[C@H]1C/C=C\C[C@H](CC(=O)N[C@H](CO)Cc2ccccc2)C(=O)N[C@H](C(C)(C)C)COC1=O	-11	0	-0.1	-30	1.4	-4	0.1	14	2.8	11
O=C1CCc2cc(S(=O)(=O)Nc3ccc(F)cc3)cc3c2N1CC3	1	-3	-2.4	3	-2.3	-3	-2.6	0	1.5	-1
CCOc1ccccc1NC(=O)/C(C#N)=C/c1c(C)nn(-c2ccccc2)c1Cl	10	-3	-1.7	1	1.9	-3	-0.1	2	2.0	-10
CC(C)CN1CCN(Cc2cccn2-c2ccccn2)CC1CCO (centres undefined)	-15	-4	-0.9	-2	4.7	1	1.8	-9	2.9	15
C[C@H]1CCC[C@@]2(O[C@@H](CCO)C[C@H](O)[C@H]2O)O1	-35	-3	0.5	-1	3.1	-1	1.4	-5	1.4	35
CC(=O)c1ccc2noc(-c3cccc(F)c3)c2c1	-8	-4	-7.3	-1	0.6	1	1.4	1	1.9	8
COC(=O)c1ccc2c(c1)C(=O)/C(=C/c1ccc(C)cc1)O2	6	-2	-0.4	-22	0.0	5	-2.3	64	0.9	-6
O=C(O)CCc1ccc(-c2ccc(Cl)cc2)n1CC(=O)O	25	1	-1.8	-13	1.6	-4	-1.9	2	3.7	-25
Cc1nc2c(C(=O)NCc3ccc4c(c3)OCO4)c[nH]n2c(=O)c1Cl	-16	-6	-0.3	0	2.0	.	1.2	-8	4.0	16
O=S(=O)(c1ccc(NC(=S)Nc2ccccc2)cc1)N1CCOCC1	-9	-5	-1.6	10	2.2	1	-0.1	2	3.1	9
CC(C)(C)c1[nH]nc2c1C(c1ccccc1OC(=O)N1CCOCC1)C(C#N)=C(N)O2 (centres undefined)	8	-3	-2.0	4	4.8	.	2.4	-14	1.8	-8
Cc1nc(Oc2ccccc2)c2ccsc2n1	-3	-3	-1.6	-3	0.8	-1	1.3	1	-0.2	3
Cn1c(=O)c(=O)n(C)c2cc(S(=O)(=O)CCC(=O)Nc3ccc(F)cc3)ccc21	-8	1	-0.9	-3	-2.8	-4	-2.3	.	-0.8	8
COc1ccc(/C(C)=N/OCC(=O)Nc2nc3ccccc3s2)cc1OC	16	-3	-4.6	8	-0.5	0	-0.3	11	1.4	-16
COC(=O)C(C(=O)Nc1cccc(C)n1)C1CCCCCC1 (centres undefined)	4	2	-4.5	4	-0.3	.	1.1	4	0.9	-4
CC1CC(C)CN(C(=O)COC(=O)c2cc(S(=O)(=O)N3CCOCC3)ccc2F)C1 (centres undefined)	5	-2	-3.0	2	-0.9	6	-2.6	0	4.0	-5
CC1CCN(S(=O)(=O)c2cccc(C(=O)N3CCN(c4ccc(F)cc4)CC3)c2)CC1	26	-4	-2.3	5	-0.1	2	1.7	-13	2.4	-26
COc1ccc(-c2cc(C(F)F)n3ncc(C(=O)Nc4c(C)n(C)n(-c5ccccc5)c4=O)c3n2)cc1	5	5	-0.5	1	-0.6	0	-0.6	-4	4.9	-5
C/C(CCc1ccccc1)=N\NC(=O)c1ccc(CN2CCOCC2)cc1	-6	-6	-0.9	-3	3.3	-9	3.4	-4	4.0	6
CCN(CCCNC(=O)CC(C(=O)N1CCc2ccccc21)n1ccnc1)c1ccccc1 (centres undefined)	29	-5	-0.1	1	-1.2	-5	-3.6	-2	3.0	-29
CCN1CCC(CN2CCNC2=S)CC1	0	-3	-1.0	-4	.	-3	.	4	0.3	0
CCCc1ccc2oc(C(=O)N3CCC(O)CC3)c(C)c2c1	13	.	-0.4	-2	4.7	0	-0.9	55	2.7	-13
CCOC(=O)C1CCCN(CCC(=O)Nc2cc(C)cc(C)c2)C1 (centres undefined)	-8	-4	-7.5	2	0.2	-1	0.1	2	1.8	8
Cc1c(Cl)cccc1NC(=S)N(CCN(C)C)C(C)c1ccccn1 (centres undefined)	3	81*	0.3	-2	-0.4	0	-1.3	-9	-3.3	-3
O=C(CNC(=O)c1ccc(Cl)cc1Cl)OCC(=O)N1CCCC1=O	-6	15	-0.1	-7	1.6	-1	1.1	12	-0.7	6
C[C@H]1CN([C@@H](C)CO)C(=O)c2cc(NC(=O)C3CCCCC3)ccc2O[C@H]1CN(C)CC1CCCCC1	-11	-3	-0.9	5	5.2	-5	1.8	4	0.7	11
CC(=O)c1ccc(N(CC(=O)NC2CCCC2)C(=O)CNC(=O)c2ccco2)cc1	-12	-1	-2.2	1	2.8	2	0.8	6	-1.0	12
COC(=O)c1ccc(OCc2cc(=O)n3ccsc3n2)cc1	-27	0	-0.6	-6	-2.7	22	-2.5	-10	5.1	27
COCCN(Cc1ccccc1)C(=O)c1cc(S(=O)(=O)N2CCCCCC2)ccc1OC	-43	1	-2.3	-3	1.0	0	2.4	5	1.1	43
CCOC(=O)C1=CC[C@@H](c2cccc(C)c2)N(S(=O)(=O)c2ccc(C)cc2)[C@H]1C(=O)OCC	-13	-2	-0.8	-2	1.7	-10	0.1	-3	3.7	13
COC(=O)C1CCN(C(=O)COC(=O)c2cc(-c3ccccc3)nc3ccc(OC)cc23)CC1	15	.	-2.1	-1	0.6	.	-2.5	2	.	-15
COc1ccc(NC(=O)CCNC(=O)Cn2cnc3ccccc3c2=O)cc1OC	.	-4	-1.8	0	3.7	-2	-0.1	.	0.8	.
Oc1ccccc1N1CCN(c2ccc3ccccc3n2)CC1	58	-5	-0.4	-2	1.0	?	-1.3	51	1.2	-58
COc1cc(C(=O)OC2CCN(C)CC2)cc(OC)c1OC	-3	0	-0.4	2	1.8	-3	0.3	-6	1.8	3
O=C(O)Cc1csc(-c2ccc(F)cc2)n1	-6	-3	0.5	3	-0.2	0	0.4	3	1.4	6
O=C(CC1(c2ccc(Cl)cc2)C2CC3CC(C2)CC1C3)NCCO (centres undefined)	-3	-2	0.2	5	1.4	-2	-0.1	4	4.1	3
CC(=O)c1ccc(N2CCN(C(C)C(=O)Nc3ccc4c(c3)OCCO4)CC2)cc1 (centres undefined)	-4	-5	0.5	1	1.2	-1	-1.9	.	0.5	4
Cc1ccsc1C(=O)OCC(=O)N1CCc2ccccc2C1	-26	2	-1.0	0	-2.6	11	-1.3	92*	-1.1	26
CCc1ccc(C(=O)NC2CCCCC2)s1	-17	.	-2.2	5	1.9	.	1.4	96*	4.3	17
C=C(CCO)C1=CCN(S(=O)(=O)C(C)(C)C)[C@@H]1CCO	.	-5	-0.5	-8	.	-3	.	1	2.4	.
CC(=O)Nc1ccc(N/C=C/C(=O)c2ccco2)cc1	-19	-2	-0.8	4	5.7	.	2.7	65	3.0	19
C=C(C)CSc1nc2ccccc2c(=O)n1-c1c(C)n(C)n(-c2ccccc2)c1=O	-4	3	-1.0	5	0.4	-2	-0.5	-7	1.3	4
COc1cccc(N2CC(C(=O)Nc3nnc(SCC(=O)NC4CCCC4)s3)CC2=O)c1 (centres undefined)	-7	-3	-0.3	2	2.4	1	-1.0	-7	0.2	7
